# Screens (PubChem)
# Rpn11 inh: Rpn11 (PSMD14) deubiquitinase inhibitors, primary screen, biochemical, fluorescence polarization, uHTS. actives 0.59% (n = 360,000). 26S proteasome non-ATPase regulatory subunit 14 (Homo sapiens), O00487. human 26S proteasome, Ub4-pepOG fluorescence polarization; 20S core pre-blocked with epoxomicin. calls only at 20 µM;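 active = inhibition at 20 µM, scaled to each plate's controls, above about 33%, limit read from the data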
# STEP inh: STEP phosphatase inhibitors, primary screen, biochemical, fluorescence intensity, uHTS; AID 588621, 2011; Tyrosine-protein phosphatase non-receptor type 5 (Homo sapiens), P54829; inhibition, % at 20 µM; actives 0.25% (n = 360,000); recombinant STEP, OMFP fluorogenic substrate;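 active = inhibition at 20 µM, scaled per plate between control wells, above about 37%, limit read from the data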;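 also: 0% = DMSO with enzyme and substrate and 100% = substrate only without enzyme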
#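 Material: STEP (striatal-enriched tyrosine phosphatase) enzyme, cell-free; Compound dosing: 20 µM single dose in 1% DMSO; Technique: fluorescence read at 480 nm ex / 540 nm em; Times: reaction 20 min, ambient temperature; Medium: 50 mM Bis-Tris pH 6.0 with 2.5 mM DTT and 0.005% Tween 20; Also added: OMFP at 25 µM.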
# PABP1 MLLE inh: inhibitors of PABP1 MLLE–PAM2 peptide binding, primary screen, biochemical, fluorescence polarization, FITC-PAM2, GST-MLLE; actives 0.36% (n = 360,000); AID 588489, 2011; inhibition, % at 20 µM; Polyadenylate-binding protein 1 (Homo sapiens), P11940; in the data active = inhibition above about 35%, passing the limit was not always enough;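 also: plate controls were DMSO wells with GST-MLLE for no effect and wells lacking GST-MLLE protein for full effect; some results filed as inactive read as strong as hits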
# NadD block: inhibitors of S. aureus NadD, primary screen, biochemical, colorimetric, uHTS. purified NadD enzyme, colorimetric absorbance read-out. inhibition, % at 20 µM. actives 0.78% (n = 360,000). AID 602399, 2012; in the data active = inhibition above about 26%; also: some compounds past the cut are filed as inactive
# LMPTP inh: LMPTP phosphatase inhibitors, primary screen, biochemical, fluorescence intensity, uHTS. actives 0.22% (n = 360,000). Low molecular weight phosphotyrosine protein phosphatase (Homo sapiens), P24666. recombinant LMPTP-A, OMFP fluorogenic substrate. inhibition, % at 20 µM;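 active = compounds that cut the enzyme signal by at least half of the control window in the single-dose screen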;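 also: plate controls were DMSO wells with enzyme plus substrate for no effect and substrate without enzyme for full effect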
#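 material = LMPTP-A | quantity = 0.625 nM enzyme | reagent = OMFP substrate, 400 µM final | buffer or medium = Bis-Tris pH 6.0, DTT, detergent | detection = endpoint fluorescence intensity from OMFP dephosphorylation | dosing = single 20 µM dose | read-out basis = % inhibition relative to no-enzyme and uninhibited control wells | control set = no-enzyme and uninhibited controls | timing = 50 min at room temperature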
# Tb MetRS inh: T. brucei MetRS inhibitors, primary screen, biochemical, luminescence | methionyl-tRNA synthetase (Trypanosoma brucei brucei) | inhibition, % at 11.9 µM | actives 0.4% (n = 360,000) | AID 624268, 2012 | purified T. brucei MetRS, ATP depletion, Kinase-Glo luminescence;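 active = inhibition above a per-plate cutoff of the control wells' mean inhibition plus 3 SD, cut at about 5.5% in these data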;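 also: 0% = DMSO wells median and 100% = median of wells with control inhibitor compound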
#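 Dosing: 11.9 µM single point; system: parasite MetRS enzyme; technique: luminescence of leftover ATP; times: 15 min enzyme-compound preincubation, 2 h reaction, 10 min detection, 25 °C; replicates: each compound tested once; read-out basis: percent inhibition relative to median high and low control wells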
# CSN deneddyl inh: inhibitors of CSN-mediated cullin deneddylation, primary screen, biochemical, fluorescence polarization, uHTS; inhibition, % at 12.5 µM; Purified CSN, SCF-Nedd8-OG deneddylation; actives 0.38% (n = 360,000); COP9 signalosome complex subunit 5 (Homo sapiens), Q92905;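 active = pattern-corrected inhibition above about 35%, with an unprinted fluorescence ratio check between 0.5 and 1.5, limit read from the data, passing the limit was not always enough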;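 also: 0% = enzyme with substrate and 100% = substrate without enzyme; some results filed as inactive read as strong as hits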
#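 Test system: purified human Csn5 enzyme expressed in HEK293T cells. Amount: 0.24 nM enzyme. Reagent: SCFSkp2-Nedd8OG substrate at 10 nM final. Schedule: 90 min incubation of compound, enzyme and substrate at room temperature. Detection: fluorescence polarization. Read-out: % inhibition of substrate cleavage by Csn5.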
# SUMO1 PPI mod: modulators of SUMO1 protein-protein interactions, primary screen, biochemical, uHTS. actives 0.33% (n = 360,000). SUMO1 binding to a labelled peptide, TR-FRET, 1 h. Small ubiquitin-related modifier 1 (Homo sapiens), P63165. AID 602429, 2012. inhibition, % at 20 µM; in the data active = inhibition above about 37%
# Scp-1 inhibitor: Scp-1 phosphatase inhibitors, primary screen, biochemical, colorimetric, uHTS. AID 493091, 2011. actives 0.88% (n = 340,000). Recombinant Scp1, phosphopeptide, malachite green phosphate absorbance. Carboxy-terminal domain RNA polymerase II polypeptide A small phosphatase 1 (Homo …. inhibition, % at 20 µM;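 active = inhibition above about 50% at 20 µM, limit read from the data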;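 also: plate controls were DMSO wells with enzyme for no effect and wells lacking enzyme for full effect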
#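 Test system: SCP-1 phosphatase catalytic domain, residues 76-261 | Compound dosing: One concentration, 20 µM, with 1.0% DMSO | Schedule: 45 min room-temperature reaction, 5 min colour, 30 min stabiliser | Detection: Absorbance at 630 nm | Read-out basis: % inhibition of SCP-1 phosphate liberation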
# DNMT1 inh: human DNMT1 methyltransferase inhibitors, primary screen, biochemical, molecular beacon, fluorescence, HinP1I cleavage, uHTS. inhibition (reported as % activation of signal), % at 10 µM. actives 0.83% (n = 360,000). DNA (cytosine-5)-methyltransferase 1 (Homo sapiens), P26358; in the data active = inhibition above about 50%
# Target sequence (P26358 504-1616 limits assumed): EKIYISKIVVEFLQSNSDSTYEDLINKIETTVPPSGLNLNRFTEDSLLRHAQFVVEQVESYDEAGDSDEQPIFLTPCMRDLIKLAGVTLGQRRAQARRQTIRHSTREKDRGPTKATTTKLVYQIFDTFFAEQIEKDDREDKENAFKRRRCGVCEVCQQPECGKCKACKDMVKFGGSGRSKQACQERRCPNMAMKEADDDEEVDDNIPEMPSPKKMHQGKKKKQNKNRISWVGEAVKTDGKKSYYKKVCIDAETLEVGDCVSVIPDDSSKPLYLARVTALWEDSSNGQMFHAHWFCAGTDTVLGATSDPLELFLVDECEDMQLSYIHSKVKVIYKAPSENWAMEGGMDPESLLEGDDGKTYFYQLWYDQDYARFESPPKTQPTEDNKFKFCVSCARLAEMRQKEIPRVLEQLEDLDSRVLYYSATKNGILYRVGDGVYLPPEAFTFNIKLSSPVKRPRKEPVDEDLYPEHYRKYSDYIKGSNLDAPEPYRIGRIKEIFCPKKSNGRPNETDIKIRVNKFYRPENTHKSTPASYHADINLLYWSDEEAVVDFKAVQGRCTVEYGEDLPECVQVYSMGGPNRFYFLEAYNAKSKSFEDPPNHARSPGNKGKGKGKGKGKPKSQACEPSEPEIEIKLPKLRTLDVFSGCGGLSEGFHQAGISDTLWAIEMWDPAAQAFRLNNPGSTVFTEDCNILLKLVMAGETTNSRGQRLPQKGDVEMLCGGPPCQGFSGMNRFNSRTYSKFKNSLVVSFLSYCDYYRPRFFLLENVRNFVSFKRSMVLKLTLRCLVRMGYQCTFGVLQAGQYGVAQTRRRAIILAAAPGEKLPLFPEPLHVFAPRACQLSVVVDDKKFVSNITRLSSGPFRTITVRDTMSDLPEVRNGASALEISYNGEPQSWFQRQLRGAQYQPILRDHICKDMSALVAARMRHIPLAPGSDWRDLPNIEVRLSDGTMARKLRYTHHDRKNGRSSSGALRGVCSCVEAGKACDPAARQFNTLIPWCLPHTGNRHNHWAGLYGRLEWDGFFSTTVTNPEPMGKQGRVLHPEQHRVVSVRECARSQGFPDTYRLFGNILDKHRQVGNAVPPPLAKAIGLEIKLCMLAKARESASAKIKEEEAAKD
# Active calls of the source: *; i = inactive; . = not tested or not shown.
SMILES,Rpn11 inh,STEP inh,PABP1 MLLE inh,NadD block,LMPTP inh,Tb MetRS inh,CSN deneddyl inh,SUMO1 PPI mod,Scp-1 inhibitor,DNMT1 inh
COc1ccccc1-c1ccc(/C=N/O)o1,i,-2.5,8.5,2.2,-0.5,0.0,-1.5,-11.4,-8.9,-1.2
Cc1cc(SCC(=O)OC/C(O)=C(\C#N)c2nc3ccccc3[nH]2)c(C)cc1Br,i,0.2,-26.7,13.1,-0.8,0.9,8.2,7.4,-8.2,19.8
COc1ccc(C(=O)OCc2cc3cccc(C)c3[nH]c2=O)cc1,i,-0.2,-2.0,2.6,0.5,-0.9,9.0,1.3,-4.3,8.1
COCCNC(=O)CCCn1c(=O)c2ccccc2n(Cc2ccccc2C#N)c1=O,i,1.3,-7.3,3.9,0.2,-0.5,-3.8,3.5,-1.6,3.9
CCC(C)N1CCN(S(=O)(=O)Cc2ccccc2)CC1 (stereo not drawn),i,-8.0,-0.8,-1.8,-1.0,-1.5,-0.9,5.0,-1.2,8.8
O=C(COC(=O)c1ccccc1F)NC(=O)NC1CCCC1,i,0.1,-0.8,-7.4,-0.2,-0.4,3.4,-5.3,2.8,3.9
O=[N+]([O-])c1ccc(CNC2CCCc3ccccc32)cc1 (stereo not drawn),i,2.7,0.4,1.7,-0.8,0.2,2.1,-19.5,-3.3,-1.1
COc1cc2c(cc1OC)CN(C(=O)COc1ccc(C)c(C)c1)CC2,i,2.7,-15.7,-6.8,-0.8,-1.1,2.3,3.2,-2.2,-12.6
S=C1NCCOCCNC(=S)NCCOCCOCCN1,i,0.1,-72.6,-1.9,-0.5,0.7,-4.0,2.4,-3.9,-2.6
CCOc1cc(/C=N/NC(=O)c2nnn(-c3nonc3N)c2C)ccc1OCc1ccc(F)cc1,i,-0.3,-0.3,13.5,2.1,-0.3,5.4,-2.4,-6.3,5.8
CCN1CCN(c2ccc(S(=O)(=O)N3CCOCC3)cc2NC(=O)c2cccc([N+](=O)[O-])c2)CC1,i,-0.3,-2.0,-0.2,-1.7,0.0,4.2,-30.1,-1.0,0.6
CCOC(=O)C1CCN(c2c(Nc3cc(C)cc(C)c3)c(=O)c2=O)CC1,i,-2.8,2.5,-4.1,0.3,-0.1,5.2,-6.7,-8.4,0.9
CCOC(=O)c1c(-c2ccccc2)nnn1-c1nc(OC)nc(N2CCOCC2)n1,i,-2.6,1.7,-1.9,-1.1,-0.8,1.1,2.5,-2.2,-1.9
Cc1cccc([C@@H]2[C@@H]3C(=O)N(Cc4ccccc4)C(=O)[C@@H]3[C@]3(Cc4ccccc4)C(=O)N(c4ccc(C(F)(F)F)cc4)C(=O)N23)c1,i,0.8,-0.3,17.7,1.8,-0.2,-4.3,5.7,-9.3,-0.4
COCC1CCN(C(=O)c2cc(COc3ccc(-n4cncn4)cc3)on2)CC1,i,-1.3,-4.8,-1.2,0.7,0.8,1.4,-4.4,-1.8,1.1

# The final 4 entries of the section above are carried over, then new ones follow:
SMILES,Rpn11 inh,STEP inh,PABP1 MLLE inh,NadD block,LMPTP inh,Tb MetRS inh,CSN deneddyl inh,SUMO1 PPI mod,Scp-1 inhibitor,DNMT1 inh
CCOC(=O)C1CCN(c2c(Nc3cc(C)cc(C)c3)c(=O)c2=O)CC1,i,-2.8,2.5,-4.1,0.3,-0.1,5.2,-6.7,-8.4,0.9
CCOC(=O)c1c(-c2ccccc2)nnn1-c1nc(OC)nc(N2CCOCC2)n1,i,-2.6,1.7,-1.9,-1.1,-0.8,1.1,2.5,-2.2,-1.9
Cc1cccc([C@@H]2[C@@H]3C(=O)N(Cc4ccccc4)C(=O)[C@@H]3[C@]3(Cc4ccccc4)C(=O)N(c4ccc(C(F)(F)F)cc4)C(=O)N23)c1,i,0.8,-0.3,17.7,1.8,-0.2,-4.3,5.7,-9.3,-0.4
COCC1CCN(C(=O)c2cc(COc3ccc(-n4cncn4)cc3)on2)CC1,i,-1.3,-4.8,-1.2,0.7,0.8,1.4,-4.4,-1.8,1.1
O=C(CCCc1ccccc1)NCc1ccc(Cl)cc1,i,-4.4,8.1,-10.2,-0.4,-0.1,0.8,-3.7,-5.7,2.4
O=C1c2ccccc2C(=O)N1c1cc([N+](=O)[O-])ccn1,i,-0.1,10.5,-4.5,-0.8,-0.4,3.6,-31.3,-9.5,-1.5
OC(c1cccc(CN2CCCCC2)c1)c1ncc(-c2ccccc2Cl)[nH]1 (stereo not drawn),i,-1.4,7.0,-4.2,-1.9,0.0,1.3,3.5,.,3.0
FC(F)(F)c1ccccc1NC(=S)Nc1cccc(Cl)c1,i,6.8,25.9,-0.5,-1.2,-1.0,4.4,-1.9,-7.0,2.2
CC(=O)N[C@@H](C)C(=O)OC(C)C(=O)Nc1cccc([N+](=O)[O-])c1 (stereo partly drawn),i,0.0,3.0,-0.2,-0.5,-0.4,3.9,-12.8,2.2,-0.5
Clc1ccc(OCCCn2ccnc2)c(Br)c1,i,-0.4,-3.1,1.7,-0.2,12.8*,-5.1,8.3,-3.9,3.7
O=C(CNS(=O)(=O)c1cccs1)NCCc1ccc(Cl)cc1,i,0.5,-13.9,-6.4,-1.3,-0.3,4.9,4.6,-7.9,-0.7
Clc1cccc(NCc2nnc(SCc3ccccc3)o2)c1,i,0.4,10.4,3.3,0.8,-0.3,7.0,-0.6,-8.6,-3.6
CCCCOC(=O)c1ccc(OC(=O)c2cccnc2)cc1,i,3.2,12.8,5.2,-0.4,-0.3,-3.6,1.1,-5.0,-0.6
O=C1/C(=C/c2ccc(F)cc2)SC(=S)N1CCCC(=O)N1CCCCC1CCO (stereo not drawn),i,-0.5,7.8,-7.7,2.7,-0.2,8.4,-35.1,39.0,-6.2
CCCCCn1c(CNC(=O)CC)nc2ccccc21,i,-1.3,-6.7,-5.7,-0.2,-1.2,-5.5,-6.1,-4.8,0.2
O=C(COC(=O)CNS(=O)(=O)c1ccc(Br)cc1Cl)NC1CC1,i,-0.7,-7.2,-1.7,-0.4,0.0,2.8,4.0,-4.7,-2.0
Cc1ccc(C(=O)OCC(=O)Nc2ccccc2)cc1S(=O)(=O)N1CCCCC1,i,4.6,-2.0,-4.8,1.7,0.1,-8.0,2.1,9.3,6.4
O=C(NCCc1nnc2ccc(N3CCCCCC3)nn12)c1ccccc1,i,1.0,-2.4,1.0,-0.7,-0.2,-2.4,-8.4,1.0,-2.5
CCN(CC)/C(Sc1ccccc1)=C(/C(Cl)=C(Cl)Cl)[N+](=O)[O-],i,-1.4,25.0,6.0,0.7,-0.5,-3.0,-1.0,1.2,-4.4
COc1ccccc1CC1(C)C(=O)Nc2ccc(S(=O)(=O)NC3CCCCC3)cc21 (stereo not drawn),i,-0.5,-2.8,-1.8,-0.1,-0.4,1.9,2.4,.,2.9
CCCc1c(C(=O)N/N=C/c2ccc(C)s2)nnn1-c1nonc1N,i,12.3,-1.3,-2.2,29.0,-0.1,1.2,-2.2,60.9*,25.3
Fc1cccc(Cl)c1/C=N/Nc1ccccn1,i,11.3,-1.8,-2.5,0.0,-0.5,1.2,-2.1,-2.9,1.2
COc1cccc(CNC(=O)c2ccc(S(=O)(=O)N3CCCCC3)cc2)c1,i,2.5,3.5,-3.5,0.0,0.1,1.9,5.2,.,0.4
CC(=O)Oc1oc(-c2ccccc2)nc1/C=N/c1ccccn1,i,1.9,27.0,-3.2,-1.8,-0.2,-3.8,-11.0,-7.2,-2.8
COCc1[nH][nH]c(=O)c1C=Nc1ccccc1,i,-2.1,6.1,6.6,-1.1,-1.0,-0.9,9.9,-5.9,1.9
Cc1ccc(C)c(Nc2c(F)c(F)c(F)c(F)c2C(=O)O)c1,i,-0.8,-5.8,-2.5,-0.5,1.1,-6.8,3.6,-11.3,0.1
O=C(CN1C(=O)S/C(=C\c2cc(Cl)c(O)c(Cl)c2)C1=O)Nc1ccccc1,.,0.0,-126.8,2.7,-3.7,0.1,28.7,-15.9,6.0,-3.1
COc1ccccc1NC(=O)c1c[nH]c2ccccc12,i,-0.1,-9.6,-7.9,-0.6,0.0,-2.7,-4.1,-15.9,-7.0
O=C(NC1=NCCS1)c1csc2ccccc12,i,-2.3,35.9*,-4.0,-1.2,-0.4,1.7,-2.1,-4.4,1.2
COC(=O)c1cccc(NC(=O)c2ccc3c(c2)C(=O)N(Cc2cccnc2)C3=O)c1C,i,-0.2,13.7,-0.6,2.8,-0.2,-1.9,-24.7,-9.5,-0.2
Nc1ncnc2nc(SCCC(=O)O)[nH]c12,i,17.7,-0.3,-7.1,-1.4,-0.5,-1.0,0.4,2.5,1.0
O=C(O)CCNC(=O)c1ccc(NC(=O)C(c2ccccc2)c2ccccc2)cc1,i,-3.0,6.0,-3.8,-0.3,2.9,-4.5,3.6,-7.7,-0.6
CCOc1ccc(CCN2C(=S)N([C@@H](Cc3ccccc3)CN3CCC[C@@H]3CN3C(=S)NC[C@@H]3CC(C)C)C[C@@H]2Cc2ccccc2)cc1,.,.,.,22.1,2.6,-0.1,2.2,0.3,.,.
CS(=O)(=O)N1CCCCC1c1cc(C(=O)Nc2ccccc2Cl)no1 (stereo not drawn),i,-0.5,-7.1,3.4,-0.7,-0.2,-4.4,-3.9,.,-1.7
Cc1c(C2Nc3ccccc3C(=O)N2O)cnn1C (stereo not drawn),i,1.5,0.2,0.7,-1.4,-0.3,-1.5,3.0,-2.2,4.6
